Screening results from PubChem BioAssay.
Kir21 block: Kir2.1 (mouse) channel inhibition; P35561; HEK293-Kir2.1, FluxOR thallium flux fluorescence; stronger effect = lower value; B-score at 10 µM; 310,000 tested, 0.85% active; AID 1672;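 active means fluorescence ratio B-score at or below minus 3 SD of library scores, with starting-brightness B-score within 2 SD, cut at about -4.2 in these data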;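 further: channel flux triggered by added potassium and thallium sulfate stimulus; B-score of peak minus minimum fluorescence over baseline after thallium stimulus; more negative B-score means stronger Kir2.1 block with less thallium influx; some compounds called inactive have numbers as strong as hits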
Target sequence (P35561 whole entry, looked up): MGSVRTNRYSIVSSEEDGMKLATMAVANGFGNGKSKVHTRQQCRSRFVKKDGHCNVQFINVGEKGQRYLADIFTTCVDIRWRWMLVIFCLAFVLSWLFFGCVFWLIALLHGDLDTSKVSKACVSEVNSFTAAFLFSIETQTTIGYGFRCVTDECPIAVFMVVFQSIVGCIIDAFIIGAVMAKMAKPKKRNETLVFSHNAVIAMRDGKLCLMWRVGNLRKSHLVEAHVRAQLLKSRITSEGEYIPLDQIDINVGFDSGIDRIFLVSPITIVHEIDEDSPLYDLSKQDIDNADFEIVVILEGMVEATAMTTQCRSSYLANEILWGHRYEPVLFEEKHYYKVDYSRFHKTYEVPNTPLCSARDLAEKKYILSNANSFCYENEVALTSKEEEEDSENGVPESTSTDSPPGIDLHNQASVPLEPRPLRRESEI
KCNQ2 inh: KCNQ2 potassium channel inhibitors, primary screen, cell-based, CHO-K1, FluxOR thallium flux, B-score (AID 2156); 20 min; stronger effect = lower value; B-score at 10 µM; 310,000 tested, 1.1% active;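 active means fluorescence ratio B-score at most minus 3 library SDs, with starting brightness B-score within 2 library SDs, cut at about -5.5 in these data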
The depositor's hits bear a star; i = inactive.

SMILES	Kir21 block	KCNQ2 inh
COc1ccc(CNC(=O)[C@H](C)NC(=O)C2CCN(C(=O)[C@H](CCSC)NC(=O)OC(C)(C)C)CC2)cc1	-0.28	i
Cc1cc(NC(=O)c2ccccc2)no1	-0.79	i
O=C(CSc1n[nH]c(=O)n1-c1cccnc1)N1CCOCC1	-0.11	i
CCCCOc1ccc(NC(=O)C2OC3OC(C)(C)OC3C3OC(C)(C)OC23)cc1 (stereo unspecified)	-2.9	i
CCN(CC)C(=O)NC(c1ccc(C)c(F)c1)C(Cl)(Cl)Cl (stereo unspecified)	0.59	i
COc1ccc(/C=C2\SC(=O)N(CCNC(=O)C3CSC4(C)CCC(=O)N34)C2=O)cc1 (stereo unspecified)	0.05	i
O=C(NCCCn1ccnc1)c1cc(-c2cccs2)on1	-0.86	i
C/C(=C\C(=O)c1ccccc1)Nc1ccc(Br)c(Cl)c1	-0.16	i
Cc1cc(/C=N/NC(=O)c2cccnc2)c(C)n1CC(C)C	0.15	i
CCOc1cc(NC(=O)C2CCCO2)c(OCC)cc1NC(=O)C1CC1 (stereo unspecified)	1.5	i
O=C(CN1C(=O)C2C3c4ccccc4C(c4ccccc43)C2C1=O)Nc1ccccc1C(=O)O (stereo unspecified)	0.77	i
Cc1ccc(COC(=O)c2nn(C)c(=O)c3ccccc23)cc1	0.28	i
O=C(Nc1cc(Cl)cc(Cl)c1)N1CCN(C(=O)C2CCCO2)CC1 (stereo unspecified)	-0.66	i
CN(C)/C=C/C(=O)c1cc(F)cc(C(F)(F)F)c1	0.54	i
CC(c1ccccc1)C1C(C#N)=C(N)OC2=C1C(=O)CC(C)(C)C2 (stereo unspecified)	-1.6	i
COc1ccc(C/C(C)=N/NC(=S)Nc2ccc(C(C)C)cc2)cc1	-0.67	i
O=c1[nH]nc(CNc2ccc(OC(F)(F)F)cc2)c2ccccc12	0.41	i
Cc1cc2nnc(SC3CCOC3=O)n2c2ccccc12 (stereo unspecified)	0.03	i
COc1ccc(-c2n[nH]c(C)c2-c2ccccc2OC)c(O)c1	-2	i
Cc1ccc(N2CCN(C(=S)Nc3ccccc3)CC2)cc1	0.3	i
Cc1cc(OCC(=O)Nc2ccccc2N2CCCC2)ccc1C(C)C	-0.92	i
Cc1ccc(C(=O)C(OC(=O)c2cnccn2)c2ccccc2)cc1C (stereo unspecified)	1.5	i
Cc1ccc(NC(=O)CS(=O)CC(=O)NCC2OCCc3ccccc32)c(C)c1 (stereo unspecified)	-0.07	i
COc1ccc(C2=Nn3c(nnc3-c3cccnc3)SC2)cc1OC	0.14	i
O=C(OCC(=O)N1CCN(C(=O)c2ccco2)CC1)c1ccccc1C(=O)c1ccc(Cl)cc1	0.79	i
Cc1ccc(C2C(C(=O)c3cccs3)=C(O)C(=O)N2c2ccc(S(N)(=O)=O)cc2)cc1 (stereo unspecified)	-0.58	i
Cc1ccc(N2C(=O)CC(NNC(=O)c3cccc(S(=O)(=O)N4CCCC4)c3)C2=O)cc1 (stereo unspecified)	-0.03	i
Cc1ncc([N+](=O)[O-])n1CCOC(=O)c1ccccc1	0.33	i
Cc1ccc(C(=O)C(C)OC(=O)c2cc(=O)[nH]c3ccccc23)cc1 (stereo unspecified)	0.78	i
Cc1cc(Cl)c2ccccc2n1	-1.3	i
Cc1ccc(C(=O)N/C(=C/c2ccc(Cl)cc2)C(=O)N2CCOCC2)cc1	1.2	i
COC(=O)c1ccc(NC(=O)C(OC)c2ccccc2)cc1 (stereo unspecified)	-1.1	i
COc1ccccc1NC(=O)CSc1nnc(C2CCCCC2)n1N	-0.56	i
CN(C)c1c(F)cc(C(=O)NC(=O)NCc2cccnc2)cc1F	-0.12	i
Fc1ccc(-n2nnc(-c3nccs3)n2)cc1	0.46	i
COc1ccc(NC(=O)/C(C#N)=C\c2cc(C)n(-c3ccc(Oc4ccc([N+](=O)[O-])cn4)cc3)c2C)cc1	0	i
COc1ccc(/C=C/c2nc(-c3ccccc3O)n[nH]2)cc1OC	-1.6	i
CCc1ccc(C(=O)NCc2cccs2)s1	-1.5	i
CCCNCCC(c1ccco1)c1ccccc1OC (stereo unspecified)	-0.71	i
Cc1cc(C)cc(NC(=O)C(=O)NCCCN2CCCC2=O)c1	0.13	i
COc1ccc(N2CC(O)=C(c3nc(C)cs3)C2=N)cc1	0.04	i
Cc1cc(C)nc(NC2=NCC(=O)N2c2cc(Cl)cc(Cl)c2)n1	-0.01	i
CN(CC(=O)Nc1cccnc1Cl)S(=O)(=O)c1ccc(Cl)cc1	0.02	i
Cc1ccccc1OCC(=O)NNC(=O)c1cc(S(=O)(=O)N(C)C)ccc1N1CCCC1	2.9	i
COc1cccc(C(C)NC(=O)c2ccncc2)c1 (stereo unspecified)	1.1	i
CCOc1ccc(NC(=O)Cn2c(=O)oc3ccccc32)cc1	-0.77	i
Cc1ccc(NC(=O)C2CC(=O)N(C(C)C)C2)cc1Cl (stereo unspecified)	0.94	i
CCN(CC)c1ccc(NC(=O)c2ccccc2)cc1S(=O)(=O)Nc1ccccc1OC	1.3	i
Nc1nc(NC(=O)CCCC(=O)O)nn1-c1ccccc1	-1.6	i
COc1ccccc1-c1nc(C#N)c(N2CCC(Cc3ccccc3)CC2)o1	-2.1	i
CCOCCCN(C(=O)c1snc(C(N)=O)c1N)C(C(=O)NC1CCCC1)c1ccc(O)cc1 (stereo unspecified)	-0.46	i
CCOC(=O)Cc1cc(OC)c(OC)cc1Cc1cc(OC)c(OC)cc1CC(=O)OCC	-0.22	i
O=C(COc1ccc(Cl)cc1)N1CCN(c2ncccn2)CC1	-0.91	i
COc1ccc(C2NCCc3sccc32)cc1 (stereo unspecified)	1.5	i
Cc1ccc(Cn2nc(C)c(NC(=O)c3cc(-c4ccc5c(c4)OCO5)on3)c2C)cc1	0.82	i
CN(C)CCNC(=O)c1ccc2c(c1)NC(=O)c1ccccc1S2	-2.7	i
CC(Sc1nncs1)C(=O)Nc1ccc2c(c1)OCCO2 (stereo unspecified)	1.1	i
O=C1CCN(S(=O)(=O)c2ccccc2)CCN1CCOCc1ccc(F)cc1	0.76	i
COc1cccc(Cn2nnc(C(=O)Nc3cc(Cl)ccc3OC)c2N)c1	1.4	i
CC(C)c1nc(SCC(=O)N2c3ccccc3CC2C)c2ccccc2n1 (stereo unspecified)	0.67	i
New compounds follow.
SMILES	Kir21 block	KCNQ2 inh
COc1ccccc1N1CCN(C2CCCN(C(=O)CN3CCCCC3=O)C2)CC1 (stereo unspecified)	0.6	i
CCOc1ccc(-c2noc(CCC(=O)NC3CCCC3)n2)cc1OC	-0.05	i
Cc1cc(C)cc(N(CCC#N)C(=O)COC(=O)c2ccc(OCc3c(C)noc3C)cc2)c1	0	i
CCCCN1C(=O)C(O)=C(C(C)=O)C1c1ccccc1[N+](=O)[O-] (stereo unspecified)	0.41	i
COc1ccccc1N1C(=O)C2C3CC(c4ccccc4)C(C3)C2C1=O (stereo unspecified)	1.8	i
CCOC(=O)Cn1nc(C)n(-c2ccc(C(C)(C)C)cc2)c1=O	1.1	i
O=C(N/N=C/c1cccc([N+](=O)[O-])c1O)c1cccs1	0.66	i
COc1ccccc1CNC(=O)c1ccccc1N(C)S(C)(=O)=O	-0.76	i
Cc1cc(C(C)(C)C)cc(C)c1COC(=O)C1CCC(=O)N1 (stereo unspecified)	1.1	i
COc1ccc(CC(=O)N/N=C/C=C/c2ccc3c(c2)OCO3)cc1OC	0.41	i
C=C(C)C1CC=C(C)/C(=N/NC(=O)COc2cccc3ccccc23)C1 (stereo unspecified)	-0.08	-9.2*
COc1cccc(-c2noc(C3CCCN(C(=O)c4cccc(F)c4)C3)n2)c1 (stereo unspecified)	0.02	i

2 records drawn at random from those above:
SMILES	Kir21 block	KCNQ2 inh
COc1cccc(-c2noc(C3CCCN(C(=O)c4cccc(F)c4)C3)n2)c1 (stereo unspecified)	0.02	i
COc1ccccc1CNC(=O)c1ccccc1N(C)S(C)(=O)=O	-0.76	i

New compounds follow.
SMILES	Kir21 block	KCNQ2 inh
CS(=O)(=O)c1ccc(Cl)c(NC(=O)COC(=O)Cc2c[nH]c3ccccc23)c1	0.06	i
O=C(NC(=S)NCCN1CCOCC1)c1ccc(Cl)cc1Cl	-0.39	i
CCC(=O)OCC(=O)Nc1ccc(OC)cc1[N+](=O)[O-]	-0.63	i
O=C(NC(=S)Nc1ccc(S(=O)(=O)N2CCCC2)cc1)c1cccs1	-0.78	i
Cc1ccc(C(=O)N/C(=C\c2ccc(-c3ccc(Br)cc3)o2)C(=O)NCCCN(C)C)cc1	-10*	-8.2*
O=C(CCN1C(=O)/C(=C/c2ccc3c(c2)OCO3)SC1=S)NNC(=O)c1cccnc1	0.57	i
CCC(C)(C)NC(=O)c1cc([N+](=O)[O-])ccc1N1CCCCC1	-1.5	i
Cc1csc(SCc2c(C(=O)O)oc3ccccc23)n1	-0.68	i
CC1CCCCN1C(=O)CSc1nnc(-c2ccc(Cl)s2)o1 (stereo unspecified)	1.7	i
c1ccc(CCn2nnnc2CN2CCN(C3CCCC3)CC2)cc1	-0.03	i
O=C(NCCc1cccs1)C12CN(Cc3ccccc3)CC1C(c1cccc([N+](=O)[O-])c1)=NO2 (stereo unspecified)	0.07	i
O=C1NC(=O)[C@@H]2C3c4ccccc4C=CN3[C@H](C(=O)c3cccs3)[C@H]12 (stereo partly specified)	-3.6	i
CN(C)/C=C(\C#N)S(=O)(=O)c1ccccc1	-1.6	i
CC(C)C[C@H](NC(=O)C1CC(=O)N(c2ccc3c(c2)OCCO3)C1)C(=O)N1CCCCC1 (stereo partly specified)	1.5	i
CCN(CC)S(=O)(=O)c1ccc2c(c1)c(=O)c(C(=O)NCCCN(C)c1ccccc1)cn2C	0.07	i
COCCN1CCn2c(nc3cc(NC(=O)c4ccc(OC)cc4)ccc32)C1	-0.22	i
Cc1cc(C(=O)Nc2c(C)n(C)n(-c3ccccc3)c2=O)cs1	-0.3	i
CCN(CC)S(=O)(=O)c1cccc(C(=O)N/N=C/c2ccccn2)c1	0.09	i
Cc1sc2ncnc(Sc3ccccc3C(=O)Nc3ccc(Br)cc3)c2c1C	0.88	i
COc1cc(-c2cc(C(=O)Nc3cccc(C(C)=O)c3)c3ccccc3n2)cc(OC)c1OC	-0.49	-5.6*
CSc1ccc(/C=C/C(=O)OCC(=O)N(C)CCC#N)cc1	0.33	i
Cc1nnc(N2CCC(C(=O)N3CCCCCC3)CC2)c2nn(-c3ccc(Cl)cc3)c(C)c12	0.94	i
Cc1cc(Cl)nc(SCC(=O)c2ccccc2)n1	0.24	i
CCOc1cccc(C2CC(=O)Nc3cc(OC)c(OC)cc32)c1 (stereo unspecified)	-0.31	i
COc1c(/C=N/NC(=O)c2ccccc2O)c(CCN(C)C(C)=O)cc2c1OCO2	2.8	i
Cc1cc(C)cc(N(C(=O)CNC(=O)c2ccco2)C(C(=O)NC2CCCC2)c2cccnc2)c1 (stereo unspecified)	-0.02	i
CCCCn1c(=O)c(C(=O)c2ccccc2)nc2ccccc21	-0.95	i
O=C(NCCc1csc(-c2ccc(C(F)(F)F)cc2)n1)c1cccs1	-0.07	i
C=CCn1c(=O)c2ccccc2n2nnc(C(=O)OCC)c12	0.03	i
COc1ccc(-c2[nH]ncc2-c2csc(C)n2)c(O)c1	0.4	i
COc1ccc(Cl)cc1NC(=O)CCc1nc(-c2ccccc2F)no1	1.1	i
CN(C)CCNC(=O)CCn1nc(-c2ccc(Cl)cc2)ccc1=O	1.6	i
Cc1ccc(N2CC(C(=O)Nc3cc(Cl)ccc3-n3cncn3)CC2=O)cc1 (stereo unspecified)	-0.36	i
Cc1ccc(C(=O)COc2ccc3c(C)cc(=O)oc3c2)cc1	1	i
Fc1ccc(C2CCCN2Cc2nc(Cc3ccccc3F)no2)cc1 (stereo unspecified)	-0.99	i
Cc1cnc(NC(=O)CSc2nnc(C)s2)s1	-3.8	i
CC(=O)c1cccc(-c2ccc3c(=O)[nH]c(Nc4ccccc4)cc3c2)c1	0.06	i
COc1ccc(-n2nc([N+](=O)[O-])c(=NCCCN3CCCC3=O)n2O)cc1	2.4	i
Cc1ccc(CN2CC(C(=O)N3CCN(c4ccccc4O)CC3)CC2=O)cc1 (stereo unspecified)	0.26	i
N/C(=N\c1nc(CSc2ccccn2)cc(=O)[nH]1)Nc1ccc(Cl)cc1Cl	-0.35	i
COCc1cc(C)nc(OCC(=O)N/N=C/c2ccc(O)cc2O)c1C#N	-0.19	i
COc1ccc(NS(=O)(=O)c2cc(NC(=O)CCNC(C)=O)ccc2N2CCOCC2)cc1	-1.3	i

As a working copy, 15 of the compounds above:
SMILES	Kir21 block	KCNQ2 inh
COc1c(/C=N/NC(=O)c2ccccc2O)c(CCN(C)C(C)=O)cc2c1OCO2	2.8	i
Cc1cc(C)cc(N(C(=O)CNC(=O)c2ccco2)C(C(=O)NC2CCCC2)c2cccnc2)c1 (stereo unspecified)	-0.02	i
CCCCn1c(=O)c(C(=O)c2ccccc2)nc2ccccc21	-0.95	i
O=C(NCCc1csc(-c2ccc(C(F)(F)F)cc2)n1)c1cccs1	-0.07	i
C=CCn1c(=O)c2ccccc2n2nnc(C(=O)OCC)c12	0.03	i
COc1ccc(-c2[nH]ncc2-c2csc(C)n2)c(O)c1	0.4	i
COc1ccc(Cl)cc1NC(=O)CCc1nc(-c2ccccc2F)no1	1.1	i
CN(C)CCNC(=O)CCn1nc(-c2ccc(Cl)cc2)ccc1=O	1.6	i
Cc1ccc(N2CC(C(=O)Nc3cc(Cl)ccc3-n3cncn3)CC2=O)cc1 (stereo unspecified)	-0.36	i
Cc1ccc(C(=O)COc2ccc3c(C)cc(=O)oc3c2)cc1	1	i
Fc1ccc(C2CCCN2Cc2nc(Cc3ccccc3F)no2)cc1 (stereo unspecified)	-0.99	i
Cc1cnc(NC(=O)CSc2nnc(C)s2)s1	-3.8	i
CC(=O)c1cccc(-c2ccc3c(=O)[nH]c(Nc4ccccc4)cc3c2)c1	0.06	i
COc1ccc(-n2nc([N+](=O)[O-])c(=NCCCN3CCCC3=O)n2O)cc1	2.4	i
Cc1ccc(CN2CC(C(=O)N3CCN(c4ccccc4O)CC3)CC2=O)cc1 (stereo unspecified)	0.26	i

Outcome played no part in choosing rows (roughly 1.9% active in at least one column).
